Screens: PubChem, National Center for Advancing Translational Sciences (NCATS)
USP2a inh – blocks human ubiquitin-specific protease USP2a. O75604. USP2 core, Ub-CHOP2 coupled fluorogenic reporter, 485/531. Potency, µM (doses to about 38.3 µM), inactives show at the top dose activity change, negative = inhibition, most hits filed as inhibitors. 330,000 compounds, 0.01% hits. AID 463254;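 note: potency is the fitted concentration of half-maximal effect; plate controls were DMSO wells for no effect and full inhibition by NEM control for full effect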
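Deubiquitinase activity read as fluorescence (485/531 nm) after Ub-CHOP2 cleavage activates the enterokinase reporter on its substrate; USP2 core 10nM, Ub-CHOP2 and substrate 25nM each, 30min compound preincubation then 60min RT; data normalized to NEM, curves fitted.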
MBNL1 CUG block – MBNL1-poly(CUG) RNA binding inhibition | Q9NR56 | TR-FRET MBNL1-His/biotin-(CUG)12 binding, 665/545 ratio | Potency, µM (titrated, usually from 57.5 µM), without a hit: at the top dose activity change, negative = inhibition, hits mostly inhibitors | 280,000 compounds, 0.036% hits | AID 2675; active = well fitted inhibition curve with a large enough effect in the signal ratio, with a control signal flat, not every such curve was filed as active; inconclusive = small, poorly fitted or top-dose-only effect, or effect the other way, or a change in a side signal; inactive = no such curve, though single readings can be large or run the other way; the % refers to the signal ratio; note: potency is the fitted concentration of half-maximal effect; % is set by controls: 0 for no effect and ±100 for the full control effect
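TR-FRET readout: Ex 340 nm, 665/545 nm emission ratio, normalized to buffer-only (basal) and MBNL1-(CUG)12 controls. Complex of MBNL1-His with Biotin-(CUG)12, compounds 92 nM–58 uM, incubated 60 min at room temperature.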
TSHR antag – antagonists of human thyroid stimulating hormone receptor | TSHR-expressing cells, TSH-stimulated cAMP HTRF, 2 h; stronger effect = lower value | activity change, negative = inhibition, % at 11.5 µM | 330,000 compounds, 0.2% hits | AID 504810;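 active = activity change below a set negative limit, meaning inhibition stronger than a set level, cut at about -70% in these data; inconclusive = activity change between two set negative limits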; note: % is set by controls: 0 for no effect and ±100 for the full control effect
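TSHR-expressing cells were treated with compounds, then stimulated with TSH at EC80 (4nM final) for 2 hours at 37 deg C. Cellular cAMP was measured by HTRF competition between lysate cAMP and cAMP-d2 for a cryptate-labelled anti-cAMP antibody.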
Mito fusion act – blocks mitochondrial division or promotes mitochondrial fusion. S. cerevisiae fusion-defective mutant growth rescue, CellTiterGlo 48 h. Potency, µM (doses to about 46.1 µM), for inactives: top-dose growth rescue (activation), most hits filed as activators. 320,000 compounds, 0.23% hits. AID 485298;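 note: potency is the fitted concentration of half-maximal effect; % of control where 0% means no effect; nearly all actives have a fitted effect of over 45% in size; temperature-sensitive fusion mutants such as fzo1-1 at 37 °C on non-fermentable ethanol glycerol medium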
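Luminescent cell viability in 1536-well qHTS format served as the measure of rescued growth in ts fusion-mutant S. cerevisiae cultured on non-fermentable YPEG for 48 hours at 37C.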
Chronic BCR inh – blocks chronic active B-cell receptor signaling | ABC-DLBCL IkBa-CBG/CBR reporter, luminescence ratio, 4 h | Potency, µM (series often up to 46.1 µM), for inactives: at the top dose ratio change, negative = lower green/red ratio, actives largely listed as inhibitors | 340,000 compounds, 0.05% hits | AID 493014; active = well fitted inhibition curve with a large enough effect in the signal ratio, with a control signal flat, not every such curve was filed as active; inconclusive = small, poorly fitted or top-dose-only effect, or effect the other way, or a change in a side signal; the % refers to the signal ratio;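 note: potency is the fitted concentration of half-maximal effect; plate controls were basal doxycycline-induced cells for no effect and cells given 10 µM MG132 for full effect; MG132 reads +100%, hits lower the ratio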
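Cell line TMD8 (human ABC DLBCL), stably expressing tet-inducible CBG68-IkBa fusion and CBR; IMDM/0.5% FBS; cpd up to 46 uM; dox induction, 4 h, 37C/5% CO2; dual luminescence; green/red ratio; MG132 control.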
KCNH2 WT inh – blocks the wildtype human KCNH2 potassium channel; AID 720551; activity change, % at 1.84 µM; 340,000 compounds, 0.37% hits; U2OS, BacMam KCNH2, thallium flux FluxOr; stronger effect = lower value;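 active = maximum activity change below -70%; inconclusive = maximum activity change between -70% and -50%; inactive = maximum activity change above -50%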; note: % is set by controls: 0 for no effect and ±100 for the full control effect
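U2OS cells transduced with wild-type KCNH2 virus are loaded with FluxOr dye for 45 min, and thallium flux is measured in kinetic reads before and after stimulation buffer. Rate constants are normalized to DMSO controls.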
PKM2 activator – increases activity of human pyruvate kinase M2. Potency, µM (doses to about 57.5 µM), for the others: at the highest dose activation, actives largely listed as activators. P14618. 260,000 compounds, 0.34% hits. purified PKM2, Kinase-Glo ATP luminescence, activation; response scale: 0% is enzyme alone, no compound; note: potency is the fitted concentration of half-maximal effect; % is set by controls: 0 for no effect and ±100 for the full control effect; nearly all actives have a fitted effect of over 55% in size
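hPK-M2, >95% pure; 0.1 mM ADP / 0.5 mM PEP final; imidazole pH7.2 buffer w/ 7 mM MgCl2, 50 mM KCl; 1 h RT; Kinase-Glo lum. Intermediate enzyme activity for dual inhibitor/activator qHTS.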
Menin-MLL TR inh – menin-MLL binding inhibition, Texas Red mutant peptide; Menin + Texas Red MLL mutant peptide, fluorescence polarization; Potency, µM (series often up to 61.6 µM), for inactives: at the highest dose FP activity change, negative = inhibition, most hits filed as inhibitors; AID 1768; 270,000 compounds, 0.23% hits; active = well fitted inhibition curve with a large enough effect in the polarisation, with a control signal flat, not every such curve was filed as active; inconclusive = small, poorly fitted or top-dose-only effect, or effect the other way, or a change in a side signal; inactive = no such curve, though single readings can be large or run the other way; the % refers to the polarisation; note: potency is the fitted concentration of half-maximal effect; % of control where 0% means no effect; many of its hits are not listed in these tables
Target sequence (O00255 whole entry, looked up): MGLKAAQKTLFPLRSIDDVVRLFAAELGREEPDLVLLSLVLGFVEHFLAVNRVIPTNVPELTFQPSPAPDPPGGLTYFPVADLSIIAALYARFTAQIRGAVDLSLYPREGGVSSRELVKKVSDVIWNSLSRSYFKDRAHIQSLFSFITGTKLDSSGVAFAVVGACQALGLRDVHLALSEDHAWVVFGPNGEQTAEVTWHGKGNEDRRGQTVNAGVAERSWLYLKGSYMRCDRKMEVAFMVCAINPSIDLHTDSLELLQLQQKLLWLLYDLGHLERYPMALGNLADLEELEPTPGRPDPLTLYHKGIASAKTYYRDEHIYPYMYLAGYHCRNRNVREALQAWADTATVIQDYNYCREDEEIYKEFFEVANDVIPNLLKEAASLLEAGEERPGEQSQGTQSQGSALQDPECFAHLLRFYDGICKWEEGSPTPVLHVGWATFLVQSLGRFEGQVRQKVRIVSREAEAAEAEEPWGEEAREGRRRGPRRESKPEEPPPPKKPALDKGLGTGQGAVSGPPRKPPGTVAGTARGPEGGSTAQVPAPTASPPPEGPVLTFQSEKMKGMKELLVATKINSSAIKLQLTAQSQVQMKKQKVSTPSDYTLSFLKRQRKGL
Eya2 inh – blocks the phosphatase activity of human Eya2; Potency, µM (top dose mostly 76.9 µM), for the others: top-dose activity, negative = inhibition, hits mostly inhibitors; O00167; recombinant Eya2, OMFP fluorescence dephosphorylation (OMFP is methylfluorescein phosphate); 330,000 compounds, 0.006% hits; AID 488837; note: potency is the fitted concentration of half-maximal effect; % is set by controls: 0 for no effect and ±100 for the full control effect
Target sequence (O00167 whole entry, looked up): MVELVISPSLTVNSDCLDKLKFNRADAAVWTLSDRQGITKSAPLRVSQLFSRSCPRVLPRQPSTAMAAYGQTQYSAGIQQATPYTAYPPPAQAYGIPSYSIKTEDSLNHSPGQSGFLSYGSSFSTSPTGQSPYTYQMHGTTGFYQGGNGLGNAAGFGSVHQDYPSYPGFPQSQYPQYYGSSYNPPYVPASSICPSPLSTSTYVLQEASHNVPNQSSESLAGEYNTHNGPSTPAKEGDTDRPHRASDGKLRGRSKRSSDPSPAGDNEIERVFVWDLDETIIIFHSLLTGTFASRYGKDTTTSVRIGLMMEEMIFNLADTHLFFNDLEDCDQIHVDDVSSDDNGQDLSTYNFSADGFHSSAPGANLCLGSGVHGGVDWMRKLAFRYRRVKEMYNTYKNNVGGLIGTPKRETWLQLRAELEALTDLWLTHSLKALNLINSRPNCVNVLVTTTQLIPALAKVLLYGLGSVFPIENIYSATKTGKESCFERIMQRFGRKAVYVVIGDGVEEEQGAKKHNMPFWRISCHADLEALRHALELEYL
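Eya2 (0.2 uM) preincubated 10 min at ambient with compound, then OMFP substrate added at 50 uM; 10 min reaction in 50 mM HEPES pH 7.5, 50 mM NaCl, 5 uM MgCl2, 0.05% BSA, 1 mM DTT. Fluorescence read at Ex 485/Em 525 nm.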
S-ASM inh – inhibitors of human secretory acid sphingomyelinase. P17405. placental ASM, HMU-PC fluorogenic substrate, 60 min. Potency, µM (doses to about 57.5 µM), inactives show at the top dose activity change, negative = inhibition, actives largely listed as inhibitors. 340,000 compounds, 0.006% hits; note: potency is the fitted concentration of half-maximal effect
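Fluorogenic HMU-PC substrate (9 uM final) is turned over by placental ASM in 60 min at 37 C after a 10 min compound preincubation. Reaction ended by alkaline stop (pH 10), with fluorescence read at 386/447 nm.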
GALK inh – inhibitors of human galactokinase. 270,000 compounds, 0.007% hits. P51570. Purified GALK, Kinase-Glo residual ATP luminescence. Potency, µM (titrated, usually from 57.5 µM), without a hit: at the top dose activity change, negative = inhibition, actives largely listed as inhibitors; note: potency is the fitted concentration of half-maximal effect; % is set by controls: 0 for no effect and ±100 for the full control effect
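Quantitative HTS: GALK 5 nM, ATP 35 uM, galactose 100 uM, 1 h room temperature, then luciferase-based ATP detection.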
* marks the source's active call; other numbers are inactive results; i = inactive; ? = inconclusive; nt = no result given; [ ] = remark or other dose. Unless noted, calls come from the whole dose curve; as a rule, active = well fitted curve in the direction sought with a large enough effect; inconclusive = small, poorly fitted or top-dose-only effect, or another doubt; inactive = no such curve, though single readings can be large; an effect the other way counts as inactive or inconclusive. These rows are one share of the data (hit frequency here may not be typical).

SMILES	USP2a inh	MBNL1 CUG block	TSHR antag	Mito fusion act	Chronic BCR inh	KCNH2 WT inh	PKM2 activator	Menin-MLL TR inh	Eya2 inh	S-ASM inh	GALK inh
COc1cc(OC)cc(C(=O)NCC(=O)OCC(=O)C(C)(C)C)c1	1%	nt	3	-1%	-4%	nt	-6%	5%	3%	6%	-1%
CCN(CC(=O)Nc1ccc(NC(C)=O)cc1)C(=O)Cc1ccc(S(=O)(=O)N2CCOCC2)s1	0%	nt	6	-1%	-5%	8	nt	nt	-5%	3%	nt
CCOC(=O)c1[nH]c2ccc(C)cc2c1N=C(C)N(C)C	-2%	-2%	0	0%	0%	7	-12%	4%	-6%	1%	2%
N#Cc1c(N)n(CCNC(=O)c2ccccc2)c2nc3ccccc3nc12	3%	38%[activator][11.5 µM]	-2	-13%	4%	3	18µM*	-23%	-4%	i	nt
CC(C)CN1CCN=C1N(C)C	2%	nt	-1	4%	-10%	nt	nt	nt	8%	1%	nt
FC(F)(F)C(Oc1nc(NC2CCCCC2)nc(N2CCOCC2)n1)C(F)(F)F	-2%	-3%	-4	20%	6%	2	-4%	-8%	-4%	-3%	-1%
O=C1C2C3C=CC(C3)C2C(=O)N1Cc1ccccc1 (stereo not drawn)	0%	5%	4	4%	10%	-7	0%	-3%	-10%	3%	0%
CC(C)(C)C(=O)Nc1nnc(SCC(=O)Nc2ccc3c(c2)OCO3)s1	3%	-15%	10	-3%	3%	-3	16%	32%[activator]	-8%	-1%	-2%
O=C(Cn1nc(-c2ccco2)ccc1=O)Nc1cc(Cl)ccc1Cl	-1%	?	34	13%	16%	3	12%	-18%	-7%	8%	nt
CC(C)CNC(=O)CN1C(=O)NC2(CCCc3ccccc32)C1=O (stereo not drawn)	3%	-3%	19	0%	0%	-1	-1%	-10%	-1%	4%	11%
CCOC(=O)c1c(C)[nH]c(C(=O)CN2CCOCC2)c1C	nt	-6%	nt	2%	nt	4	-2%	-1%	nt	5%	-3%
O=C(CSCc1ccc(Br)cc1)Nc1ccc(S(=O)(=O)N2CCCCCC2)cc1	-13%	-3%	2	-2%	-1%	6	-7%	0%	-4%	-8%	-1%
O=C(Nc1ccc(Cl)cn1)C1CCN(S(=O)(=O)c2cccs2)CC1	2%	-6%	-12	0%	?	14	1%	nt	-1%	-1%	0%
Cc1nc(C(=O)NNC(=O)c2ccccc2Cl)c(C(F)(F)F)o1	-2%	nt	-2	2%	-5%	-1	2%	nt	-21%	1%	0%
COc1ccc(CC(=O)Nc2cccc(-c3nnc(-c4ccc(C)cc4)o3)c2)cc1OC	3%	6%	-48	7%	-25%	5	1%	13%	3%	-12%	0%
Cc1cc(C)nc(SCc2ccc(C(=O)N/N=C/c3ccccc3C(=O)O)cc2)n1	4%	3%	-6	?	-4%	10	4%	-3%	6%	-2%	-2%
Cc1cc(NC(=O)c2cc(CC(C)C)on2)n(-c2ccccc2)n1	1%	5%	-5	2%	1%	2	2%	-17%	-15%	5%	-1%
CCC1CCCCN1C(=O)C(=O)c1cn(CC(=O)N(CC)CC)c2ccccc12 (stereo not drawn)	-13%	7%	-26	0%	-1%	5	-2%	nt	-12%	2%	0%
O=C(O)CC/C(=N\Nc1ccc(Cl)cc1)c1cccs1	1%	-2%	1	-4%	?	-12	nt	35%[activator]	?	-2%	0%
CC(C)(C)OC(=O)NN1CC(=O)N2[C@@H](Cc3c([nH]c4ccccc34)C2(C)C)C1=O	-1%	-3%	-2	3%	-8%	-1	nt	?	13%	1%	nt
Cc1cc(OCCN2CCC(Cc3ccccc3)CC2)ccc1[N+](=O)[O-]	3%	8%	-2	-7%	2%	0	0%	?	-4%	-3%	-1%
O=C(NCc1ccco1)c1cccs1	3%	-13%	24	1%	-9%	-10	28%	4%	13%	-2%	4%
CC(=O)c1ccc(NC(=O)C(C)N2CCN(C/C=C/c3ccccc3)CC2)cc1 (stereo not drawn)	-2%	-2%	3	-1%	-2%	23	1%	-5%	-8%	5%	0%
O=C(NCCc1ccc(Cl)cc1)c1cccnc1	-6%	1%	3	-1%	0%	3	-3%	2%	-27%	2%	-1%
Cc1nn(CC(=O)Nc2ccc3c(c2)nc(CN2CCCC2)n3C)c(=O)c2ccccc12	-1%	4%	-2	2%	-1%	8	-8%	0%	4%	6%	0%
The results go on:
SMILES	USP2a inh	MBNL1 CUG block	TSHR antag	Mito fusion act	Chronic BCR inh	KCNH2 WT inh	PKM2 activator	Menin-MLL TR inh	Eya2 inh	S-ASM inh	GALK inh
COC(=O)C1CCCN1C(=O)C12CC3CC(CC(C3)C1)C2 (stereo not drawn)	0%	-9%	3	3%	2%	-3	-2%[11.5 µM]	-20%	-3%	4%	-4%
O=C(CSC1CC(=O)N(CC(c2ccccc2)c2ccccc2)C1=O)Nc1ccc(Cl)cc1 (stereo not drawn)	0%	-2%	-27	-1%	?	2	-1%	23%	-6%	-7%	-4%
CCCc1cc(C(=O)N(C2CCCCC2)C2CCCCC2)no1	0%	-5%	-25	10%	8%	22	3%	-7%[11.7 µM]	0%	-2%	2%
COc1cc2c(cc1OC)CN(C1CCCN(Cc3cc(Cl)ccc3O)C1)CC2 (stereo not drawn)	0%	11%	-7	-1%	-4%	-8	1%[11.5 µM]	-18%	6%	65%[activator]	7%
Cc1ccccc1Sc1c(C#N)c(-c2ccccc2)nn1C	-6%	8%	-7	-1%	10%	-5	2%	15%	1%	-4%	4%
CCOc1ccc2nc(N3C(=O)/C(=C/c4ccc(Cl)cc4)NC3=S)sc2c1	8%	-10%	-5	-3%	2%	-6	3%	?	5%	-5%	-2%
Cc1sc2nc(SCC(=O)N(C)Cc3ccccc3)n(-c3ccccc3)c(=O)c2c1C	2%	19%	39	12%	0%	-2	-4%	-12%	-3%	-8%	-1%
CCC1CCCCN1S(=O)(=O)c1ccc([N+](=O)[O-])cc1 (stereo not drawn)	1%	?	11	-4%	1%	-1	0%	-9%	-4%	9%	-1%
COc1ccc2c(c1)c(=O)oc1cc(OCC(=O)NC3CCCCC3)ccc12	0%	-1%	-6	-22%	1%	-1	-2%	-4%	-11%	159%[activator]	-4%
Cc1sc2nc(SCC(=O)N(CCO)CCO)nc(N)c2c1C	-1%	-7%	-9	-5%	6%	i	0%	11%	-11%	-1%	-2%
CCN(C(=O)COC(=O)c1ccc(C)c(S(=O)(=O)N2CCCCC2)c1)C1CCS(=O)(=O)C1 (stereo not drawn)	-1%	nt	-7	-1%	?	-27	nt	nt	-4%	-4%	nt
Cc1cc([N+](=O)[O-])nn1CC(=O)N/N=C/c1ccccc1O	-1%	22%	21	-1%	6%	2	2%	nt	10%	-2%	-3%
O=C(O)c1ccc(OCCn2ccnc2)cc1	2%	-4%	8	3%	4%	7	-4%	?	-5%	0%	2%
Cc1cccc(NC(=O)c2ccccn2)c1C	-1%	-16%	-3	1%	0%	0	-3%	-9%	1%	-1%	16%
NC(=O)c1ccc(NC(=O)COC(=O)C2COc3ccccc3O2)cc1 (stereo not drawn)	0%	nt	-2	nt	1%	-9	nt	nt	4%	0%	nt
C=CCNC(=S)N/N=C(\C)c1ccccn1	2%	22%	nt	1%	?	-7	-2%	-5%	22%	-1%	1%
CCOC(=O)c1cn(-c2ccc(F)c(F)c2F)c2c(F)c(F)c(F)cc2c1=O	6%	3%	-6	-3%	2%	2	2%	-8%	9%	3%	-1%
Cc1noc(NS(=O)(=O)c2ccc(NC(=O)COc3ccc(C#N)cc3)cc2)c1C	3%	nt	-16	nt	0%	-14	nt	nt	-3%	2%	nt
O=C(COC(=O)c1cccc(NS(=O)(=O)c2ccc(F)c(F)c2)c1)NC(=O)NC1CCCC1	0%	-3%	-1	-15%	?	5	12%	7%	-14%	-14%	0%
O=C(N/C(=C\c1ccco1)C(=O)N1CCCC(CO)C1)c1ccccc1 (stereo not drawn)	2%	2%	26	2%	-1%	-10	nt	-1%	-15%	2%	0%
Cc1ccc(S(=O)(=O)Nc2ccc3nc(-c4cccn4C)[nH]c3c2)cc1	0%	-2%	9	-16%	?	-4	-8%	?	16%	-7%	-4%
CCOC(=O)c1sc2nc(CN3CCCCC3)nc(Cl)c2c1C	4%	8%	5	0%	3%	-4	0%	-1%	-6%	5%	15%
Cc1cc(NC(=O)CSc2nc(=O)n3cc(Cl)ccc3n2)no1	2%	nt	4	-2%	-1%	-2	nt	nt	-27%	11%	nt
